# FBW7 activator: FBW7 E3 ligase activators, primary screen, biochemical, AlphaScreen, human. 0.13% of 650,000 active. normalized activity (activation), % at 26.1 µM. F-box/WD repeat-containing protein 7 (Homo sapiens), Q969H0. AlphaScreen FBW7–phospho-cyclin E peptide binding, activator screen; in the data active = normalized activity above about 1.9%;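 note: purified mutant Fbw7 with reduced substrate affinity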
# Target sequence (Q969H0 whole entry, looked up): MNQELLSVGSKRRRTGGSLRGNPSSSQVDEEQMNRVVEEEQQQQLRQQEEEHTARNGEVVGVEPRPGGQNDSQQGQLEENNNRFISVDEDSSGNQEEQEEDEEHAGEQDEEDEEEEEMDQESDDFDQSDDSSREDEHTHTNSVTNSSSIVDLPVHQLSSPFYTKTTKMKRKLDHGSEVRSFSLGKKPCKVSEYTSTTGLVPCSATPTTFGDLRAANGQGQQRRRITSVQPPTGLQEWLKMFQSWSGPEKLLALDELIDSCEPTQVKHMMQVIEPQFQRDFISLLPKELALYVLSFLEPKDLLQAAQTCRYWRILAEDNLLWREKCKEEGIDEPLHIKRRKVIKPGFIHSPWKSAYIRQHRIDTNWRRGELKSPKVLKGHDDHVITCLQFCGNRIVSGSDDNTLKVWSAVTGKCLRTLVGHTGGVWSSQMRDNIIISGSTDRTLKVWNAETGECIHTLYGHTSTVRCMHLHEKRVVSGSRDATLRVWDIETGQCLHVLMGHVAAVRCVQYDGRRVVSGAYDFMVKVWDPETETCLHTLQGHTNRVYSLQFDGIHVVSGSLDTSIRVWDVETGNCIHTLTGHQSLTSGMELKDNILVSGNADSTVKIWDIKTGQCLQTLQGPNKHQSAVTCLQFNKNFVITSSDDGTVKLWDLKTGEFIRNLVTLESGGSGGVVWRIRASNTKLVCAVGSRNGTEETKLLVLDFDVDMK
# MITF inh: MITF inhibitors, primary screen, biochemical, AlphaScreen, human; Microphthalmia-associated transcription factor (Homo sapiens), O75030; 0.91% of 650,000 active; AlphaScreen MITF homodimerization, bead proximity signal; inhibition, % at 2.6 µM; AID 1259374, 2018; in the data active = inhibition above about 50%;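 note: 0% = vehicle wells with protein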
# GPR151 ag: activators of human GPR151, primary screen, cell-based, PathHunter beta-arrestin, luminescence; 1% of 650,000 active; G-protein coupled receptor 151 (Homo sapiens), Q8TDV0; activation, % at 11.2 µM; PathHunter beta-arrestin GPR151 cells; AID 1508602, 2020; in the data active = activation above about 4.9%;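 note: 0% = median of compound wells and 100% = cells with positive control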
# TEAD-YAP block: TEAD-YAP interaction inhibition, primary screen, TEAD-YAP interaction inhibitor project, luminescence, HEK-TIYL cells; TEAD-Gal4/YAP UAS-luciferase luminescence; inhibition, % at 9.12 µM; 1.4% of 640,000 active; AID 1259422, 2018; in the data active = inhibition above about 32%;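 note: 0% = median of test compound wells and 100% = reference inhibitor wells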
# Active calls of the source: *; / = no result given.
SMILES,FBW7 activator,MITF inh,GPR151 ag,TEAD-YAP block
C[C@@H](c1ccccc1)n1c(=O)[nH]c2ncc(-c3ccc(O)cc3)nc21,0.0,-12,-1.1,2
CCOC(=O)C1=C(C)NC2=C(C(=O)CC(C)(C)C2)C1c1ccc(I)cc1 (stereo unspecified),0.0,-5,2.3,12
C/C(=N\O)C(=O)NCCC[N+](C)(C)C,-0.1,2,-1.2,-11
Clc1nc(N2CCOCC2)nc(N2CCSCC2)n1,-0.1,8,-0.3,0
CCN(CC)c1nc(NCCN(C(C)C)C(C)C)nc(Nc2ccc3ncccc3c2)n1,0.1,14,1.8,-5
COc1ccc(/C(C)=N/NC(=O)C(C)Nc2cccc(C)c2)cc1 (stereo unspecified),0.2,12,1.1,13
Cc1cc(C(=O)N/N=C/c2ccc[nH]2)n[nH]1,1.0,20,-0.5,-33
CC1=C(C(=O)OC(C)C)C(c2ccc(Br)cc2)C2=C(CC(c3ccc(Cl)cc3)CC2=O)N1 (stereo unspecified),-0.3,-7,-1.0,3
CCCCC1CN(C(=O)c2ccnn2C)Cc2ccccc2O1 (stereo unspecified),-0.1,5,1.5,-16
COc1cc2c(cc1/C=C1\SC(=S)N(CC(=O)O)C1=O)OCO2,0.0,13,1.0,8
O=C(N/N=C/c1cc(Br)c(Br)o1)c1cccnc1,0.0,10,1.7,-5
Cc1cc(C)cc(CN2CCN(C3CCN(C(C)C)CC3)C(CCO)C2)c1 (stereo unspecified),0.2,10,0.6,-1
Nc1c(C(=O)N2CCOCC2)ccc2c1C(=O)c1ccccc1C2=O,0.4,19,-0.5,-51
NC(=O)NC(Cc1ccccc1)C(=O)NCCc1c[nH]c2ccccc12 (stereo unspecified),0.0,10,0.3,-2
Oc1ccc(CCNc2nc(-c3ccc(N4CCOCC4)nc3)nc3nc[nH]c23)cc1,-0.1,15,0.6,-2
CC1CCN(C(=O)C23CCC(C)(C(=O)C2)C3(C)C)CC1 (stereo unspecified),-0.1,-6,0.8,-2
Cc1ccc(S(=O)(=O)n2nc(OC(=O)c3ccccc3C)cc2N)cc1,-0.1,-17,0.3,0
CCN(C(=O)C(C)Oc1ccccc1)C1CCCCC1 (stereo unspecified),0.0,-4,0.5,7
Cc1ccc2c(c1)-c1c(cnn1CC(=O)Nc1nc(C)cs1)CO2,-0.1,11,0.7,17
O=C(NC1CCCCCCC1)c1cc(Sc2ccc(F)cc2)nc2ccccc12,0.2,10,-0.8,-4
Cc1[nH]c(=O)[nH]c(=O)c1S(=O)(=O)Nc1ccccc1,0.1,8,0.7,-5
CCOC(=O)N1CCC(n2c(SCC(=O)N(C)Cc3ccccc3)nc3ccccc3c2=O)CC1,-0.3,-2,0.3,7
CCSCCOC(=O)C1=C(C)NC2=C(C(=O)CCC2)C1c1cccc(OCc2ccccc2)c1 (stereo unspecified),0.2,9,1.7,13
CCc1ccc(NC(=O)COC(=O)C2CC(=O)N(c3ccc(OC(C)C)cc3)C2)cc1 (stereo unspecified),0.1,2,0.2,-4
Cc1ccc2c(c1)cc(CN(Cc1cccnc1)C(=O)c1ccc(F)cc1)c1nnnn12,0.2,7,0.0,-8

# Reformatted with bars between the fields: five of the compounds above.
compound | FBW7 activator | MITF inh | GPR151 ag | TEAD-YAP block
Cc1ccc(S(=O)(=O)n2nc(OC(=O)c3ccccc3C)cc2N)cc1 | -0.1 | -17 | 0.3 | 0
CCN(CC)c1nc(NCCN(C(C)C)C(C)C)nc(Nc2ccc3ncccc3c2)n1 | 0.1 | 14 | 1.8 | -5
COc1cc2c(cc1/C=C1\SC(=S)N(CC(=O)O)C1=O)OCO2 | 0.0 | 13 | 1.0 | 8
CCCCC1CN(C(=O)c2ccnn2C)Cc2ccccc2O1 (stereo unspecified) | -0.1 | 5 | 1.5 | -16
CCSCCOC(=O)C1=C(C)NC2=C(C(=O)CCC2)C1c1cccc(OCc2ccccc2)c1 (stereo unspecified) | 0.2 | 9 | 1.7 | 13

# (further entries)
SMILES,FBW7 activator,MITF inh,GPR151 ag,TEAD-YAP block
CCCCN(CC)CCCNC(=O)C1CCN(c2nc(-c3ccc(OC)cc3)no2)CC1,0.2,-18,0.8,8
O=Cc1nc2ccccc2c2ncccc12,0.3,18,0.3,7
CCCC(=O)Nc1cccc(-c2nc3ccccc3s2)c1C,-0.1,-3,0.1,-14
COc1ccccc1CN[C@H]1C[C@H]2C(=O)N[C@H](CO)C(=O)N2C1,0.0,17,-0.3,-5
Cc1nc2nc(S(=O)(=O)NCCC(C)C)nn2c(C)c1C,-0.1,2,0.5,-12
O=CNNc1ncnc2sc3c(c12)CCCC3,0.5,17,-0.9,29
CC(=C/c1ccccc1)/C=N/n1c(-c2ccncc2)n[nH]c1=S,0.0,2,0.6,39*
C=CCNC(=O)COc1c(C)ccc(C)c1C,-0.1,3,0.2,2
O=C(O)c1cc(/C=C/c2ccc([N+](=O)[O-])o2)nc2ccccc12,-0.6,13,1.5,7
CC1(C)C=C(c2ccc(C=O)s2)CC(C)(C)N1,-0.1,2,-0.8,-5
O=C(Cc1cccs1)N(CCCN1CCOCC1)c1nc2ccccc2s1,0.1,2,0.3,-49
O=C(NCCN1CCOCC1)c1cc(N2CCOCC2)nc2ccccc12,0.1,-3,2.4,2
COc1cc(C2NC(=S)NC(C)=C2C(=O)Nc2ccccc2)cc(OC)c1OC (stereo unspecified),-0.1,5,0.7,-5
COCCNC(=O)c1ccc(-c2cccc(O)c2)nc1N(C)C,-0.1,9,0.0,-1
O=C(Nc1ccc2oc(-c3cccnc3)nc2c1)c1ccc(-c2ccc(F)cc2)o1,0.0,10,-0.8,0
Cc1cnc(C(=O)N2CCC[C@@H]3CN(Cc4cc5ccccc5s4)CC[C@@H]32)cn1,0.3,17,-0.7,-9
CN(C)c1ccc(NC(=O)CN2CCN(C3c4ccccc4-c4ccccc43)CC2)cc1,-0.3,1,0.2,4
O=C(c1ccc(CNc2c(N3CCCCC3)c(=O)c2=O)cc1)N1CCCCC1,0.0,0,0.8,12
O=C(CSc1n[nH]c(-c2ccccc2)n1)Nc1nnc(-c2ccccc2)s1,0.1,-5,2.7,-16
CCC1CCCCN1S(=O)(=O)c1cc(Cl)c(C)cc1OC (stereo unspecified),0.5,8,-1.8,-3
Cc1ccc(S(=O)(=O)N2CCSC2c2ccc(Cl)cc2)cc1 (stereo unspecified),0.0,-1,1.9,-1
Cc1cccn2c(=O)c(C=C3C(=O)NC(=S)NC3=O)c(N3CCCC3)nc12,-0.2,-14,1.4,-1
CC(=O)C12c3ccccc3C(c3ccccc31)C1C(=O)N(c3ccc(F)cc3)C(=O)C12 (stereo unspecified),0.5,5,-0.8,1
COC(=O)c1cc2c(cc1NC(=O)Cn1ncc3c(=O)oc4ccc(C)cc4c31)OCO2,0.2,-2,-0.4,-2
COc1ccc(C2Nc3ccccc3C(=O)N2c2ccc(F)cc2)cc1Cn1nc(C)c([N+](=O)[O-])c1C (stereo unspecified),0.0,47,-0.6,-26
SMILES,FBW7 activator,MITF inh,GPR151 ag,TEAD-YAP block
COc1ccc(CNc2ccc(C(=O)N3CCN(C(C)=O)CC3)cc2S(=O)(=O)Nc2cccc(C(F)(F)F)c2)cc1,0.0,9,1.0,9
CCC(C)(C(=O)NC1CCCCC1)N(C)C(C)=O (stereo unspecified),0.1,8,-1.4,-3
Cc1ccc(N=Cc2c(C)[nH]n(-c3ccc(C)c(C)c3)c2=O)c([N+](=O)[O-])c1,-0.1,5,0.9,1
NC(=O)CCCCn1ccc(NC(N)=NCC(F)(F)F)n1,0.0,-12,0.2,/
O=C(/C=C/c1ccco1)NC(=S)Nc1c(Cl)cc(Cl)cc1Cl,-0.1,0,1.3,-2
CC(C)OCCCNC(=O)Cn1nc(-c2ccccc2)ccc1=O,0.2,8,-0.9,0
CCOc1ccc(-n2c(=S)sc3c(=O)n(-c4ccc(C)cc4)c(SCC(=O)Nc4nccs4)nc32)cc1,0.0,-3,-0.4,-13
Cc1ccc(N=c2oc3ccc([N+](=O)[O-])cc3cc2C(N)=O)cc1,0.1,2,-1.6,6
O=C1CCCC2=C1C(c1ccccc1Cl)Nc1ccccc1N2 (stereo unspecified),-0.1,-1,0.0,3
COCCNC(=O)C(=O)NCC1OCCN1S(=O)(=O)c1ccc(Cl)cc1 (stereo unspecified),0.0,-2,0.5,-5
COc1ccc(CNC(=O)c2ccc(Cn3c(=S)[nH]c4ccc(Br)cc4c3=O)cc2)cc1,-0.1,-1,-1.3,-9
Cc1ccc(S(=O)(=O)N(C)CC(=O)NNC(=O)CSc2nc(C)cc(C)n2)cc1,0.0,3,2.4,4
O=C(COc1ccc(Br)cc1)NCc1nc(-c2ccccc2)no1,0.5,3,0.2,1
O=C(c1ccc(Cn2c(=S)[nH]c3ccccc3c2=O)cc1)N1CCN(c2ccccn2)CC1,-0.2,-1,-0.7,18
O=C(Nc1cccnc1)c1cc(-c2cccnc2)nc2ccc(Cl)cc12,-0.1,5,0.1,4
O=C1OC(/C=C\c2cccc([N+](=O)[O-])c2)=NC/1=C/c1cccs1,-0.1,2,-1.0,-5
CCOc1ccccc1CN1CCNC(=O)C1CC(=O)NC1CCCCCCC1 (stereo unspecified),0.0,6,-1.0,14
COc1ccc(C(=O)Nc2ccccc2Br)c(OC)c1,0.3,0,0.1,-62
COc1ccc(NC(=O)C/C(C)=N\NC(=O)C(=O)Nc2cccc(Cl)c2C)c(OC)c1,0.0,6,1.7,-5
COc1cc(/C=N/N2C(=O)C3C(C2=O)C2C=CC3C23CC3)ccc1O (stereo unspecified),0.3,13,0.5,14
COCCOC(=O)c1c(C)oc2ccc(OCc3ccc(-c4cnc(-c5ccccc5)o4)cc3)cc12,-0.2,-9,0.5,-17
N#C/C(=C\c1ccccc1OCC(N)=O)C(N)=S,0.0,0,-0.3,1
CCCCC(=O)Nc1ccc(C(=O)Nc2nc3c(s2)C(=O)CC(C)(C)C3)cc1,0.1,4,3.3,7
Cc1cc(C(F)(F)F)nn1CC(=O)Nc1cccnc1,0.1,15,-0.3,-6
O=C(Nc1ccccc1)c1cc(S(=O)(=O)Nc2cccc([N+](=O)[O-])c2)cs1,-0.2,10,1.2,7

# Pulled by compound from above:
SMILES,FBW7 activator,MITF inh,GPR151 ag,TEAD-YAP block
Cc1cc(C(F)(F)F)nn1CC(=O)Nc1cccnc1,0.1,15,-0.3,-6
NC(=O)CCCCn1ccc(NC(N)=NCC(F)(F)F)n1,0.0,-12,0.2,/
COc1ccc(C(=O)Nc2ccccc2Br)c(OC)c1,0.3,0,0.1,-62
Cc1ccc2c(c1)-c1c(cnn1CC(=O)Nc1nc(C)cs1)CO2,-0.1,11,0.7,17

# Sorted by molecular weight (ascending): some entries from above.
SMILES,FBW7 activator,MITF inh,GPR151 ag,TEAD-YAP block
NC(=O)NC(Cc1ccccc1)C(=O)NCCc1c[nH]c2ccccc12 (stereo unspecified),0.0,10,0.3,-2
Cc1cccn2c(=O)c(C=C3C(=O)NC(=S)NC3=O)c(N3CCCC3)nc12,-0.2,-14,1.4,-1
CN(C)c1ccc(NC(=O)CN2CCN(C3c4ccccc4-c4ccccc43)CC2)cc1,-0.3,1,0.2,4

# Other compounds follow.
SMILES,FBW7 activator,MITF inh,GPR151 ag,TEAD-YAP block
CN1C(=O)/C(=C2\SC(=S)N(CC(=O)O)C2=O)c2ccccc21,-0.2,9,0.6,-5
O=C(c1ccc(F)cc1)N1N=C(c2cccs2)CC1c1ccccc1 (stereo unspecified),-0.2,0,-0.7,-10
CCCCOC(=O)c1ccc(S(N)(=O)=O)o1,0.1,6,1.3,1
O=C(NN1Cc2ccccc2C1)c1ccccc1,0.2,-1,-2.2,-18
O=C(NNC(=O)C1CC1(c1ccccc1)c1ccccc1)C1C2CCCCC21 (stereo unspecified),0.0,3,-0.1,21
CS(=O)(=O)N1CCN(c2ccc(NC(=O)c3ccccc3Cl)cc2)CC1,0.0,9,0.7,-21
CCC(C)C(NC(=O)C1CCC(C)CC1)C(=O)NCc1ccco1 (stereo unspecified),0.0,10,0.9,5
Cc1cccc(-n2ncc3c(Nc4ccccc4)ncnc32)c1,0.1,10,4.5,-43
COC(=O)c1ccc(CN2CCC(NCCCn3ccnc3)CC2)cc1,0.1,-2,-0.7,8
O=C(CCO)/C(=C/c1ccco1)NC(=O)c1ccccc1,-0.3,-5,1.8,-3
Cc1ccc(OS(=O)(=O)c2cn(C)c(=O)n(C)c2=O)cc1C,0.9,17,-0.7,5
COc1ccc(C(=O)Nc2ccccc2N2CCN(C)CC2)cc1[N+](=O)[O-],0.0,1,1.1,10
CN(C)CCN(C)c1cc(-c2cn[nH]c2)ccc1NC(=O)N(C)Cc1ccccc1,-0.2,3,0.8,2
COCCNC(=O)Cn1nc2c3c(C)c(C)sc3ncn2c1=O,0.2,-7,-0.3,1
CCOC(=O)N1CCN(c2nc(C)nc3sc(C)c(C)c23)CC1,0.0,10,-0.1,12
Cc1ccc(C(=O)ON=C2CCN(C)CC2)cc1,0.0,11,-0.6,-2

# Single entries from the list.
# CCOC(=O)N1CCN(c2nc(C)nc3sc(C)c(C)c23)CC1 – FBW7 activator: 0.0
# O=C(NN1Cc2ccccc2C1)c1ccccc1 – FBW7 activator: 0.2

# Hits appear at their usual frequency. Share with any hit: about 3.4%.
